EBI2 block – EBI2 receptor antagonists, beta-arrestin recruitment, primary screen, cell-based, luminescence, 7a,25-OHC stimulation, uHTS | 7a,25-OHC stimulated | G-protein coupled receptor 183 (Homo sapiens), P32249 | 360,000 tested, 0.81% active | inhibition, % at 5 µM; in the data active = inhibition above about 38%;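 note: enzyme fragment complementation signal reports receptor beta-arrestin coupling in cells; 0% = agonist plus DMSO wells and 100% = wells without agonist; some results beyond the cut were filed as inactive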
Target sequence (P32249 whole entry, looked up, the tested form may be a part): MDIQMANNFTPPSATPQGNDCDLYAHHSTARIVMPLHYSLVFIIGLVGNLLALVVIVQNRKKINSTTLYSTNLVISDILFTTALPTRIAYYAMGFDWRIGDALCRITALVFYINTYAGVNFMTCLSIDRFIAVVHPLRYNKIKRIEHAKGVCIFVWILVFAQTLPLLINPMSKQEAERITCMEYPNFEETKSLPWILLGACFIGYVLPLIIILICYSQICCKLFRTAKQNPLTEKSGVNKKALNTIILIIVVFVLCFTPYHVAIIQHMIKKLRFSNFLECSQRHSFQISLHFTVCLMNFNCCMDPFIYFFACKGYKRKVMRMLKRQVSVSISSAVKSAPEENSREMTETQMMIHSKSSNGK
CXCR6 block – CXCR6 receptor inhibitors, primary screen, cell-based, beta-arrestin, luminescence, CHO-K1 PathHunter, 1536-well; C-X-C chemokine receptor type 6 (Homo sapiens), O00574; inhibition, % at 20 µM; 360,000 tested, 0.36% active; AID 602244, 2012; in the data active = inhibition above about 34%, passing the limit was not always enough;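 note: antagonist mode with CXCL16 agonist at 10 nM final; 0% = 10 nM CXCL16 with DMSO and 100% = unstimulated wells without agonist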
Target sequence (O00574 whole entry, looked up): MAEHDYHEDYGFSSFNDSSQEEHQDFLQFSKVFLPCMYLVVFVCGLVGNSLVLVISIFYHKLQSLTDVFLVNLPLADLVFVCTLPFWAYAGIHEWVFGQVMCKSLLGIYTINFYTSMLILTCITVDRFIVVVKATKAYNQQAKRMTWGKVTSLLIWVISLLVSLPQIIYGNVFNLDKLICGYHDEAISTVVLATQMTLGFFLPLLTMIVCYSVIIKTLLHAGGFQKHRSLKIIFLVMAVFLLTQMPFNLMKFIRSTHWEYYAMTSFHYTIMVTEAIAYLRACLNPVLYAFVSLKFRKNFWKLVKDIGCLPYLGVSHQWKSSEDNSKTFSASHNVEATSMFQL
tim23-1 inh – growth inhibitors of tim23-1 mutant yeast, primary screen, luminescence, uHTS. S. cerevisiae tim23-1 growth, BacTiter-Glo luminescence, 24 h. inhibition, % at 20 µM. 330,000 tested, 1.3% active. AID 463212, 2010;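 active = growth inhibition of the mutant yeast at or above 50%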;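 note: temperature-sensitive mutant grown at 25 °C; plate controls were DMSO-treated mutant yeast for no effect and medium wells lacking yeast for full effect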
APJ agonist – agonists of human apelin receptor APJ, primary screen, CHO-K1 cells, PathHunter beta-arrestin, luminescence. 0% DMSO wells, 100% apelin. 330,000 tested, 0.11% active. P35414. AID 2520, 2010. activation, % at 20 µM;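 active = activation more than six SD over the plate average, tested at 20 µM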;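 note: 0% = DMSO alone and 100% = apelin-13 at 10 nM; some results filed as inactive read as strong as hits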
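assay system = CHO-K1 APJ beta-arrestin complementation cell line | input = cell density 1000 per well | dosing = compound 20 µM once, DMSO 1% | timing = compound 90 min 25 °C, reagent 1 h | measured by = luminescence from split beta-galactosidase complementation, Galacton Star/Emerald II substrate | read-out basis = APJ agonist activity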
Mdm2-MdmX inh – inhibitors of human Mdm2-MdmX association, primary screen, cell-based, luminescence, split luciferase, SaOS-2, uHTS; Protein Mdm4 (Homo sapiens) + E3 ubiquitin-protein ligase Mdm2 (Homo sapiens), …; SaOS-2 split-luciferase Mdm2/MdmX complementation; inhibition, % at 8 µM; 330,000 tested, 3% active; AID 485346, 2010;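 active = inhibition of at least 50% at 8 µM in the primary screen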
UPR CHOP act – activators of apoptotic CHOP UPR arm, primary screen, cell-based, CHO-CHOP luciferase reporter, luminescence, uHTS; AID 449763, 2010; UPR activation; percent of tunicamycin response over DMSO baseline; activation, % at 10 µM; 330,000 tested, 0.34% active;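 active = at 10 µM dose, activation of 40% or more, normalized to positive control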;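 note: 100% = tunicamycin at 10 µg/mL and 0% = DMSO alone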
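assay system = CHO CHOP reporter cells | amount = 500 CHO-CHOP cells per well | buffer or medium = F12 with 10% FBS | incubation = 16-18 h cell attachment, then 6 h compound exposure, 37 °C | detection = luminescence read with Steady-Glo | read-out = percent activation relative to tunicamycin control | controls = tunicamycin high control, DMSO low control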
UPR XBP1 act – activators of adaptive XBP1 UPR arm, primary screen, cell-based, CHO-XBP1 luciferase reporter, luminescence, uHTS. IRE1-XBP1 UPR activation; percent of tunicamycin response, DMSO as zero. activation, % at 20 µM. 330,000 tested, 0.33% active;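 active = versus positive control, 20 µM dose yields 30% or more activation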;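 note: 100% = tunicamycin at 10 µg/mL and 0% = DMSO only wells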
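Assay system: CHO-XBP1 luciferase reporter cells; Schedule: 6 h treatment, 37 °C; Detection: glow luminescence from Steady-Glo reagent; Benchmarks: high control tunicamycin 10 µg/mL final, low control DMSO vehicle only.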
APJ antag – antagonists of human apelin receptor APJ, primary screen, CHO-K1 cells, beta-arrestin complementation, luminescence | P35414 | inhibition, % at 20 µM | 330,000 tested, 0.32% active | AID 2521, 2010;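 active = inhibition above about 40% at 20 µM, limit read from the data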;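 note: cells challenged with 10 nM apelin-13 agonist together with compound; plate controls were apelin-13 plus DMSO wells for no effect and DMSO wells lacking apelin-13 for full effect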
CCR6 antag – CCR6 receptor antagonists, primary screen, cell-based, CHO-K1, luminescence, beta-arrestin, uHTS | CHO-K1 CCR6 PathHunter beta-arrestin, CCL20-stimulated | 340,000 tested, 0.49% active | AID 493098, 2011 | inhibition, % at 20 µM;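 active = compounds whose inhibition of the agonist-driven luminescence signal at 20 µM reaches about 50%, limit read from the data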;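 note: cells stimulated with CCL20 at 14 nM final; plate controls were DMSO with CCL20 for no effect and DMSO without agonist for full effect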
Target sequence (P51684 whole entry, looked up): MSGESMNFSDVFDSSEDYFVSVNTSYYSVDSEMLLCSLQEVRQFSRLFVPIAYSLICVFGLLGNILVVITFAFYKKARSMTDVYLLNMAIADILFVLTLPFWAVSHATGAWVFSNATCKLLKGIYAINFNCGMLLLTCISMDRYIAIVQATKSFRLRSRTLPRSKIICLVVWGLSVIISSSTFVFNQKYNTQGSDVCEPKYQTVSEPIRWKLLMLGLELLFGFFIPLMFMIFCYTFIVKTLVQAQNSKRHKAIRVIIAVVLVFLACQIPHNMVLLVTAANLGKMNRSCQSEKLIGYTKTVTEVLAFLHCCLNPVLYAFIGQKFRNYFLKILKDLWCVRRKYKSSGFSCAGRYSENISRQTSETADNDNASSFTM
* hit, by the source's call. Not all compounds are listed (hit frequency here may not be typical).

[1] COc1ccc(CN2CCC(Oc3cc(C(=O)NC4CC4)ccc3OC)CC2)c(O)c1
[2] O=C(O)c1cccc(-n2cccc2/C=C2/NC(=O)N(c3cccc(Cl)c3)C2=O)c1
[3] Cc1nc2ccc(C(=O)OCc3ccccc3Br)cc2nc1C
[4] O=C(C1COc2ccccc2O1)N1CCN(c2nc3ccc([N+](=O)[O-])cc3s2)CC1 (stereo unspecified)
[5] CC(Oc1ccccc1)C(=O)N=Nc1c(O)[nH]c2ccc([N+](=O)[O-])cc12 (stereo unspecified)
[6] CCOc1ccc(C2/C(=C(/O)c3ccc4c(c3)CC(C)O4)C(=O)C(=O)N2CCCn2ccnc2)cc1OCC (stereo unspecified)
[7] CCc1nnc(NS(=O)(=O)c2ccc(N/C=C\C(=O)c3ccc4ccccc4c3)cc2)s1
[8] O=[N+]([O-])c1ccc(NC(=S)NCCc2ccc(Cl)cc2)cc1
assay / compound | 1 | 2 | 3 | 4 | 5 | 6 | 7 | 8
EBI2 block | -1 | -4 | 10 | 0 | 11 | 2 | 3 | 4
CXCR6 block | -1 | 10 | 2 | -7 | 11 | 6 | 4 | 4
tim23-1 inh | 0 | 6 | -3 | -6 | 25 | 14 | 19 | 65*
APJ agonist | -3 | -4 | 0 | -4 | -4 | 2 | -1 | -2
Mdm2-MdmX inh | 21 | -10 | -46 | 16 | 9 | -7 | -7 | 93*
UPR CHOP act | 2.2 | 0.2 | 5.4 | 1.0 | -2.6 | 2.1 | 0.2 | -1.4
UPR XBP1 act | -8 | 1 | -1 | 0 | 0 | -5 | 0 | -8
APJ antag | 20 | 7 | -31 | 15 | 18 | 18 | -11 | 17
CCR6 antag | -1 | 22 | 17 | 8 | 34 | 1 | 3 | 41

[9] CC(=O)N1CCN(c2ccc(NCc3ccc4c(c3)OCO4)cc2)CC1
[10] COC(=O)CSc1nc2nc(C)cc(C)n2n1
[11] COc1ccc(-c2c(C#Cc3ccsc3)c3cc(-c4ccc(OC)nc4)ccc3n2C)cc1
[12] COc1cc2c(cc1OC)CN(S(=O)(=O)c1cccs1)CC2
[13] Cc1ccc2occ(C3N[C@H](C(=O)O)CS3)c(=O)c2c1 (stereo partly specified)
[14] CCN1C(=S)SC(=O)C1=C1C=C(C)N(CCO)C(C)=C1
[15] NC(=O)C1CCN(C(=O)CSc2nc3ccccc3s2)CC1
[16] Cc1c(-n2c(SCC(=O)NC(C)C)nc3ccccc3c2=O)c(=O)n(-c2ccccc2)n1C
assay / compound | 9 | 10 | 11 | 12 | 13 | 14 | 15 | 16
EBI2 block | 8 | -2 | -4 | 0 | 6 | 0 | 1 | -7
CXCR6 block | -17 | -1 | -2 | 5 | -1 | 9 | 1 | 2
tim23-1 inh | 20 | 17 | 19 | 15 | 29 | -7 | 1 | -2
APJ agonist | 10 | -4 | 0 | 8 | -3 | -4 | -4 | 2
Mdm2-MdmX inh | -23 | -21 | 1 | -68 | 12 | -34 | 3 | -2
UPR CHOP act | 0.3 | 0.4 | 1.1 | 2.6 | -1.1 | 8.1 | -1.3 | -1.3
UPR XBP1 act | -2 | 2 | -2 | -1 | -2 | -3 | 0 | -2
APJ antag | 14 | 8 | 19 | -3 | 6 | 24 | -11 | 26
CCR6 antag | 7 | 12 | 1 | 1 | -3 | 1 | -27 | 5

Among those listed so far, these have a COOH group.
[2] O=C(O)c1cccc(-n2cccc2/C=C2/NC(=O)N(c3cccc(Cl)c3)C2=O)c1
[13] Cc1ccc2occ(C3N[C@H](C(=O)O)CS3)c(=O)c2c1 (stereo partly specified)
assay / compound | 2 | 13
EBI2 block | -4 | 6
CXCR6 block | 10 | -1
tim23-1 inh | 6 | 29
APJ agonist | -4 | -3
Mdm2-MdmX inh | -10 | 12
UPR CHOP act | 0.2 | -1.1
UPR XBP1 act | 1 | -2
APJ antag | 7 | 6
CCR6 antag | 22 | -3

Later entries.
[17] Cc1c(NC(=O)c2cc3nc(-c4ccccc4)cc(C)n3n2)c(=O)n(-c2ccccc2)n1C
[18] Oc1ccccc1Cn1c(-c2ccccc2O)nc2ccccc21
[19] CC(CCc1ccco1)NC(=O)Cn1nc(Cc2ccncc2)c2ccccc2c1=O (stereo unspecified)
[20] Cc1ccc(OCc2ccoc2C(=O)O)cc1C
[21] COc1ccc(NC(=O)CNc2cccc(C#N)c2)cc1Cl
[22] CCCCNc1c(NC(C)=O)c(=O)oc2ccccc12
[23] Cc1ccc(S(=O)(=O)NNC(=O)NC23CC4CC(CC(C4)C2)C3)cc1
[24] COc1ccc(CSCC(=O)Nc2ccccc2)cc1[N+](=O)[O-]
assay / compound | 17 | 18 | 19 | 20 | 21 | 22 | 23 | 24
EBI2 block | -8 | 10 | 0 | 1 | 3 | -3 | 1 | 1
CXCR6 block | 14 | 0 | -2 | 6 | 4 | -13 | -3 | 2
tim23-1 inh | 11 | 3 | -15 | 10 | 14 | 7 | 26 | 4
APJ agonist | -2 | -1 | -7 | -2 | 1 | -1 | -2 | -4
Mdm2-MdmX inh | 15 | 26 | 23 | -16 | 0 | 4 | 4 | -12
UPR CHOP act | -5.3 | -1.6 | -1.1 | -0.4 | 1.3 | -2.8 | 5.0 | 0.6
UPR XBP1 act | -5 | 1 | -2 | 2 | 2 | -4 | 0 | 0
APJ antag | 11 | 11 | 8 | 5 | -13 | -16 | 8 | 0
CCR6 antag | -10 | -8 | 3 | 1 | 16 | 0 | 5 | -2

[25] COc1ccccc1Nc1nnc(SCC(=O)Nc2nc(-c3ccc(F)cc3)cs2)s1
[26] COc1ccccc1C(=O)NCC(=O)NCCC(c1ccccc1)c1ccccc1
[27] COc1ccc(CN2CCN(C3CCOCC3)CC2CCO)c(C)c1C (stereo unspecified)
[28] CN(CC(=O)Nc1ccccc1F)Cc1cccs1
[29] Cc1nc(SCC(N)=O)c(C#N)c(C)c1C
[30] Cc1ccc(NC(=O)COc2cccnc2[N+](=O)[O-])cc1S(=O)(=O)N1CCOCC1
[31] Cc1cccc(-c2ncc(CN3CCN(CCC(C)C)C(CCO)C3)cn2)c1 (stereo unspecified)
[32] COc1ccc(OC/C(O)=C(\C#N)c2nc3ccccc3[nH]2)cc1
assay / compound | 25 | 26 | 27 | 28 | 29 | 30 | 31 | 32
EBI2 block | -9 | 5 | -2 | -22 | 9 | 3 | 1 | -2
CXCR6 block | -2 | 10 | -2 | 2 | 4 | -7 | -9 | 8
tim23-1 inh | -16 | 19 | 8 | 6 | 10 | 17 | 1 | -18
APJ agonist | -2 | -3 | -1 | 0 | 2 | 2 | -2 | -7
Mdm2-MdmX inh | 46 | 11 | 12 | 22 | -33 | 27 | 17 | 37
UPR CHOP act | 7.6 | -1.5 | 1.2 | -0.2 | 1.4 | 0.6 | -1.5 | 3.5
UPR XBP1 act | 5 | -3 | 1 | 6 | -3 | -2 | -2 | 9
APJ antag | 3 | 15 | -10 | 7 | -8 | -4 | -31 | 0
CCR6 antag | 11 | 6 | 1 | 3 | 1 | 6 | -3 | 17

Rewritten with each value named: part of the list above
29	Cc1nc(SCC(N)=O)c(C#N)c(C)c1C
  EBI2 block: 9
  CXCR6 block: 4
  tim23-1 inh: 10
  APJ agonist: 2
  Mdm2-MdmX inh: -33
  UPR CHOP act: 1.4
  UPR XBP1 act: -3
  APJ antag: -8
  CCR6 antag: 1

32	COc1ccc(OC/C(O)=C(\C#N)c2nc3ccccc3[nH]2)cc1
  EBI2 block: -2
  CXCR6 block: 8
  tim23-1 inh: -18
  APJ agonist: -7
  Mdm2-MdmX inh: 37
  UPR CHOP act: 3.5
  UPR XBP1 act: 9
  APJ antag: 0
  CCR6 antag: 17

30	Cc1ccc(NC(=O)COc2cccnc2[N+](=O)[O-])cc1S(=O)(=O)N1CCOCC1
  EBI2 block: 3
  CXCR6 block: -7
  tim23-1 inh: 17
  APJ agonist: 2
  Mdm2-MdmX inh: 27
  UPR CHOP act: 0.6
  UPR XBP1 act: -2
  APJ antag: -4
  CCR6 antag: 6

Further entries follow:
[33] Cc1cc(C)n2nc(C(=O)OCC(=O)Nc3ccc(F)cc3F)nc2n1
[34] FC(F)(F)c1cccc(NC(=S)NCc2ccc(Cl)cc2)c1
[35] CCOC(=O)c1c(NC(=O)CSc2nnc(-c3cccnc3)o2)sc2c1CCC2
[36] O=C(c1cc(COc2c(F)cccc2F)on1)N1CCSCC1
[37] Cc1ccsc1C(=O)N/N=C/c1ccc([N+](=O)[O-])cc1
[38] COCCNC(=O)C(c1cccnc1)N(Cc1ccccc1)C(=O)Cn1nnc2ccccc21 (stereo unspecified)
[39] O=C(CSc1nc2ccccc2nc1N1CCCC1)Nc1ccc(Cl)cc1
[40] COc1ccc(C=O)cc1COc1ccc(C)cc1[N+](=O)[O-]
assay / compound | 33 | 34 | 35 | 36 | 37 | 38 | 39 | 40
EBI2 block | -7 | -4 | 17 | -11 | 6 | -7 | 7 | -29
CXCR6 block | -7 | -15 | -2 | -2 | -14 | -3 | 10 | 6
tim23-1 inh | 9 | 8 | 3 | 3 | 5 | 9 | 15 | 14
APJ agonist | 3 | -4 | -1 | -3 | 4 | -3 | 8 | -1
Mdm2-MdmX inh | -10 | 83* | 10 | -32 | -86 | -6 | 29 | 22
UPR CHOP act | 2.7 | -0.7 | 0.7 | 9.1 | 5.8 | 3.0 | 4.1 | 1.6
UPR XBP1 act | 0 | -1 | 3 | 3 | 1 | 3 | -4 | 3
APJ antag | -32 | -15 | 7 | 19 | -19 | 12 | 9 | 2
CCR6 antag | 0 | 4 | 18 | 1 | -3 | 18 | 5 | 4

[41] Nc1ccc(S(=O)(=O)NC2(C(F)(F)F)NC(=O)N(Cc3ccccc3)C2=O)cc1 (stereo unspecified)
[42] CSCCC(C)N1CCC(Oc2ccc(C(=O)N3CCCC3)cc2)CC1 (stereo unspecified)
[43] O=C1CN(C(=O)COC(=O)CNC(=O)c2ccccc2)c2ccccc2N1
[44] CN(C)C(=O)c1ccc(OCC(F)(F)F)nc1
[45] CSc1cccc(NC(=O)C2CCCN(S(=O)(=O)c3ccc(F)cc3)C2)c1 (stereo unspecified)
assay / compound | 41 | 42 | 43 | 44 | 45
EBI2 block | -5 | 1 | -8 | -3 | 4
CXCR6 block | 1 | -6 | -4 | -8 | 0
tim23-1 inh | 14 | -9 | 0 | -9 | 31
APJ agonist | 0 | 9 | -2 | 3 | -1
Mdm2-MdmX inh | 20 | -5 | 4 | 13 | -7
UPR CHOP act | -2.1 | 0.8 | 0.5 | 0.9 | -0.6
UPR XBP1 act | -2 | -2 | 0 | -1 | 1
APJ antag | 8 | -12 | -11 | 22 | 1
CCR6 antag | 11 | 6 | -8 | -1 | 19

Assay outcomes: PubChem, Sanford-Burnham Center for Chemical Genomics
